FLuc modulator = firefly luciferase modulation, counter-screen for miR-21 project; Potency, µM (highest dose often 57.5 µM), without a hit: at the highest dose activity change, negative = inhibition, hits mostly inhibitors; P08659; 360,000 compounds, 6.9% hits; purified FLuc, Km substrates, luminescence inhibition; AID 588342;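 also: plate controls were vehicle for no effect and reference inhibitor for full effect; nearly all actives have a fitted effect of over 55% in size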
Target sequence (P08659 whole entry, looked up): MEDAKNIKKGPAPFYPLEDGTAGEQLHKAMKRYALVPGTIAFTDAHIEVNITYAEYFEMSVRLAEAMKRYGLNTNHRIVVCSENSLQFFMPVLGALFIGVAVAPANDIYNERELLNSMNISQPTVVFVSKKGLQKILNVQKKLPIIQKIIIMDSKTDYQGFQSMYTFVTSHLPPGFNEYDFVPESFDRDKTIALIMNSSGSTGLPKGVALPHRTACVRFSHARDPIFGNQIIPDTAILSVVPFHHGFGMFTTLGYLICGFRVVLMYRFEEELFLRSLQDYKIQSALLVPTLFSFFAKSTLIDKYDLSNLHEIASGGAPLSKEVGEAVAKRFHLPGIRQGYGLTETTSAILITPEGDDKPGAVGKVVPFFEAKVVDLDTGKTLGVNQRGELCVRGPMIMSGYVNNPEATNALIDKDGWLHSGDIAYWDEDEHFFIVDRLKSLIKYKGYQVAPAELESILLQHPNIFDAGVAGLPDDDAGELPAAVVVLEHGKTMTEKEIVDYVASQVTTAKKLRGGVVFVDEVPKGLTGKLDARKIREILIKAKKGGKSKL
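Purified P. pyralis luciferase, 10 nM final, with Km-level 10 uM D-luciferin and 10 uM ATP in 50 mM Tris acetate pH 7.5, 10 mM Mg acetate, 0.01% Tween-20, 0.05% BSA; 6-point qHTS titration about 60 µM downward; luminescence read.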
MLL CXXC-DNA inh = MLL CXXC-DNA interaction inhibition; Potency, µM (doses to about 115 µM), without a hit: at the top dose activity change, negative = inhibition, hits mostly inhibitors; MLL-CXXC / FITC-HOXA9 DNA fluorescence polarization; 290,000 compounds, 0.037% hits; Q03164; active = well fitted inhibition curve with a large enough effect in the polarisation, with a control signal flat, not every such curve was filed as active; inconclusive = small, poorly fitted or top-dose-only effect, or effect the other way, or a change in a side signal; inactive = no such curve, though single readings can be large or run the other way; the % refers to the polarisation
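Steps: dispense CXXC domain solution (7 uM) → pin compounds or unlabeled HOX-A9 DNA control → 5 min ambient → add FLSN-HOX-A9 solution (50 nM) → spin → 30 min ambient → fluorescence polarization. Tris pH 7.5/NaCl/DTT/BSA buffer.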
BRCA1 expr up = BRCA1 expression activation. 380,000 compounds, 1.1% hits. MCF7-BRCA1-FFLuc reporter, luminescence, 48 h; response scale: scaled: vehicle 0%, 10 µM genistein 100%. Potency, µM (titrated, usually from 46.1 µM), inactives show at the highest dose activation, actives largely listed as activators; also: nearly all actives have a fitted effect of over 80% in size; some results filed as inactive show a strong effect at the top dose
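Reporter cells (MCF7, BRCA1 promoter-firefly luciferase) received library compounds across a concentration series for 48 h. End-point luminescence was measured and concentration-effect curves derived after normalization.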
uPA generation = inhibitors of cell surface uPA generation; cell surface uPA generation assay, qHTS; 330,000 compounds, 0.31% hits; Potency, µM (titrated, usually from 38.3 µM), for inactives: at the highest dose activity change, negative = inhibition, most hits filed as inhibitors; AID 540303; active = well fitted inhibition curve with a large enough effect; inconclusive = small, poorly fitted or top-dose-only effect; inactive = no such curve, though single readings can be large or run the other way; tested in mouse RAW 264.7 cells; also: % is scaled to controls: 0 for no effect and ±100 for the full control effect; nearly all actives have a fitted effect of over 55% in size
ELG1 genotoxic = genotoxicity induction in ELG1-luciferase HEK293T cells | HEK293T ELG1-luciferase reporter, luminescence, 16 h | Potency, µM (doses to about 46 µM), for the others: top-dose activity change, positive = activation, hits mostly activators | 330,000 compounds, 1.3% hits; also: % of control where 0% means no effect; nearly all actives have a fitted effect of over 60% in size
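HEK293T cells expressing luciferase-tagged ELG1 were exposed to compound or DMSO vehicle for 16 hr at 37 °C and 5% CO2. Luciferase activity was then measured with ONE-Glo after 30 min at room temperature.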
Rab9 promoter act = activates the Rab9 promoter | Huh7 Rab9 promoter-luciferase reporter, luminescence, 24 h | Potency, µM (highest dose often 9.22 µM), without a hit: at the top dose activation, negative = inhibition, hits mostly activators | 320,000 compounds, 2.8% hits | AID 485297; also: % of control where 0% means no effect; nearly all actives have a fitted effect of over 60% in size
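Luminescence read-out: Huh7 cells stably expressing Rab9-luciferase, treated 24 h with compound at 37 °C, then lysed with luciferase reagent for 10 min at ambient before reading.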
MBNL1 CUG block = MBNL1-poly(CUG) RNA binding inhibition; Q9NR56; TR-FRET MBNL1-His/biotin-(CUG)12 binding, 665/545 ratio; Potency, µM (top dose mostly 57.5 µM), inactives show top-dose activity change, negative = inhibition, hits mostly inhibitors; 280,000 compounds, 0.036% hits; AID 2675; active = well fitted inhibition curve with a large enough effect in the signal ratio, with a control signal flat, not every such curve was filed as active; inconclusive = small, poorly fitted or top-dose-only effect, or effect the other way, or a change in a side signal; inactive = no such curve, though single readings can be large or run the other way; the % refers to the signal ratio; also: % is scaled to controls: 0 for no effect and ±100 for the full control effect
Target sequence (Q9NR56 whole entry, looked up): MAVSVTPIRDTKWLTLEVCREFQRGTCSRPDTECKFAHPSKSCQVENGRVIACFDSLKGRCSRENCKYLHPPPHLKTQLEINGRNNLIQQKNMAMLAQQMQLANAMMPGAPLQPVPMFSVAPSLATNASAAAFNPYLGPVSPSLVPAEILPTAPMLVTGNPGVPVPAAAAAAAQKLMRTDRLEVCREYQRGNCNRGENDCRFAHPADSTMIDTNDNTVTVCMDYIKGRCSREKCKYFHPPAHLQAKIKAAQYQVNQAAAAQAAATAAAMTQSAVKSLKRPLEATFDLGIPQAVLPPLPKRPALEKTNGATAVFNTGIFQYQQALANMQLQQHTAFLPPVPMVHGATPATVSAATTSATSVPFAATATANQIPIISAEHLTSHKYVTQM
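His-tagged MBNL1 binding to biotinylated (CUG)12 RNA was measured by TR-FRET using terbium anti-His antibody (0.055 ng/ul final) and streptavidin-XL665 (5 nM final). Compounds were titrated 92 nM to 58 uM; 60 min at room temperature.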
NPC1 promoter act = activates the NPC1 promoter; Huh7 NPC1 promoter luciferase reporter, 24 h; Potency, µM (highest dose often 9.22 µM), for inactives: at the highest dose activation, most hits filed as activators; 320,000 compounds, 2.4% hits; AID 485313;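 also: % of control where 0% means no effect; nearly all actives have a fitted effect of over 60% in size; reporter is driven by a mutant NPC1 promoter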
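Luciferase expression driven by the NPC1 promoter was measured in stably transfected Huh7 cells after a 24 h compound incubation, using a luciferase reagent and a luminescence read.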
VP16 counter = counter-screen for ROR gamma inhibitors: Gal4-VP16 reporter | Drosophila S2 Gal4-VP16 UAS-luciferase, luminescence, 20 h | Potency, µM (highest dose often 53.6 µM), for the others: at the top dose activity, negative = inhibition, usual class: inhibitors | 310,000 compounds, 3.5% hits | AID 2546;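 also: Gal4-VP16 expression switched on by copper sulfate through the metallothionein promoter; % is scaled to controls: 0 for no effect and ±100 for the full control effect; nearly all actives have a fitted effect of over 50% in size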
RORg inh = ROR gamma (mouse) transcription inhibition; P51450; Drosophila S2 Gal4-RORgamma UAS-luciferase reporter, 20 h; Potency, µM (highest dose often 53.6 µM), without a hit: at the top dose activity change, negative = inhibition, actives largely listed as inhibitors; 310,000 compounds, 5.4% hits; AID 2551; also: % is scaled to controls: 0 for no effect and ±100 for the full control effect; nearly all actives have a fitted effect of over 60% in size
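Compounds are pin-transferred onto Drosophila Schneider cells expressing a copper-inducible Gal4–ROR gamma transactivation domain fusion. After 1 hr, copper sulfate is added to 700 uM final; luciferase is read 20 hr later.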
p53 reactivation = re-activators of mutant p53 | Potency, µM (top dose mostly 92.2 µM), inactives show top-dose activity change, positive = activation, hits mostly activators | H1299 p53-A138V BP100-luciferase reporter, luminescence, 24 h | AID 504706 | 320,000 compounds, 0.063% hits; also: % of control where 0% means no effect; nearly all actives have a fitted effect of over 45% in size
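p53-null H1299 cells stably carrying temperature-sensitive p53-A138V and a BP100-luciferase reporter were pinned with compounds (4-point, 1:5 series) and held 24 hrs at 37 deg C. Luminescence was read 10 min after detection reagent.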
Starred values were filed as active, the others as inactive; ? = inconclusive; . = not tested or not shown; [ ] = another dose, or the depositor's remark. Unless noted, calls follow the shape of the dose curve; as a rule, active = well fitted curve in the direction sought with a large enough effect; inconclusive = small, poorly fitted or top-dose-only effect, or another doubt; inactive = no such curve, though single readings can be large; an effect the other way counts as inactive or inconclusive. Potency is read from the fitted curve at half-maximal effect. A portion of the library. The share of hits here may be higher or lower than overall.

Order of results: FLuc modulator	MLL CXXC-DNA inh	BRCA1 expr up	uPA generation	ELG1 genotoxic	Rab9 promoter act	MBNL1 CUG block	NPC1 promoter act	VP16 counter	RORg inh	p53 reactivation
- CC(C)N(Cc1nc(-c2ccccc2)no1)C(=O)c1ccc(Br)o1
  0%	-3%	-15%	-1%	3%	-2%	5%	6%	-4%	22%	5%
- CN1C(=O)N(CC(=O)Nc2ccc(C(F)(F)F)cc2)C(=O)C12CCCCC2
  5%	.	-80%	-13%	4%	-8%	.	0%	.	.	-4%
- CCOc1ccc(N2C(=O)CC(/C=C3/N(C)c4ccccc4C3(C)C)C2=O)cc1 (configuration not stated)
  0%	0%	-13%	-3%	.	.	2%	.	2%	6%	.
- CCOC(=O)c1cnc2c(C)cc(C)cc2c1Nc1ccc(S(=O)(=O)Nc2ncccn2)cc1
  ?	28%	-28%	-3%	1%	2%	-20%	1%	?	43%	-13%
- CC1CCCC(NC(=O)c2cn(C)c3ccc(S(=O)(=O)N4CCCC4)cc3c2=O)C1C (configuration not stated)
  3%	0%	.	.	2%	-8%	-1%	-8%	-2%	-22%	23%
- O=C(CNC(=O)c1ccco1)NCCCc1ccccc1
  7%	9%	6%	5%	3%	-4%	-4%	-5%	2%	3%	-1%
- O=C(O)c1ccccc1C(=O)NCC(O)COc1ccc(Cl)cc1 (configuration not stated)
  ?	-1%	4%	2%	1%	1%	5%	-1%	1%	19%	6%
- NNc1ncnc2c1cnn2-c1ccccc1
  ?	0%	-66%	-7%	-8%	0%	4%	10%	?	11µM*	?
- C=CS(=O)c1sc(Cl)c(N2CCOCC2)c1[N+](=O)[O-] (configuration not stated)
  ?	1%	-3%	-8%	-6%	-38%[inhibitor]	?	-29%	4µM*	4.5µM*	-12%
- Brc1ccccc1OCCCN1CCCC1
  -5%	3%	23%	1%	-6%	0%	2%	0%	-1%	-42%	-2%
- O=C(C1=C[C@@H](c2ccc(Br)cc2)C[C@@H](OCc2ccc(CO)cc2)O1)N1CCOCC1
  -5%	-16%	-22%	-12%	-6%	-1%	-10%	-2%	5%	7%	-2%
- Cn1cc(Cl)c(C(=O)NNC(=S)NCc2ccco2)n1
  -6%	-5%	-16%	-13%	-1%	1%	-3%	-1%	-4%	20%	2%
- CC1(C)Cc2c(C#N)c(N3CCN(C(=O)c4ccccc4)CC3)nc(-c3ccco3)c2CS1
  3%	6%	26%	4%	-5%	-3%	42%[activator]	-9%	6%	?	-1%
- COc1ccc(-c2nn(C)c(=O)c3ccccc23)cc1NC(=O)COc1ccccc1
  6%	8%	-90%[inhibitor]	-13%	-6%	-10%	-3%	-14%	0%	26%	-4%
- CC1(C)CC(=O)C(C(=O)C2CCN(S(=O)(=O)c3ccccc3)CC2)C(=O)C1
  2%	-2%	-4%	1%	-2%	-3%	-5%	0%	6%	1%	0%
- COc1cc(C)c(Cl)cc1S(=O)(=O)N(C)C
  0%	-3%	6%	2%	0%	-1%	-10%	-1%	-23%	16%	-18%
- Cc1ccccc1OCCn1cc(C(=S)N2CCN(C)CC2)c2ccccc21
  ?	-3%	-9%	?	0%	-2%	0%	-1%	-15%	13µM*	6%
- COc1ccc(S(=O)(=O)N2CCN(C(=O)c3cc4c(s3)CCCC4)CC2)cc1
  0%	.	-14%	10%	-2%	-3%	.	0%	.	.	-1%
- CC(C)c1nc2sc3c(SCC(N)=O)ncnc3c2c2c1CCC2
  5%	-1%	14%	-1%	?	-9%	-6%	-7%	-1%	-2%	-3%
- Cc1cccc(-c2nnnn2-c2cccc(C)c2)c1
  -8%	8%	0%	2%	-10%	1%	.	16%	?	?	5%
- O=[N+]([O-])c1ccc(CN2CCN(c3ccc([N+](=O)[O-])cc3)CC2)cc1
  4%	-1%	-57%	0%	7%	-14%	?	-12%	-24%	0%	-3%
- N#C/C(=C(/O)COc1ccc(Br)cc1)c1nnc2n1CCCCC2
  ?	-7%	12%	-3%	-2%	-1%	-5%	0%	?	-21%	3%
- Cc1cc(C)nc(NS(=O)(=O)c2ccc(NC(=O)Cc3ccc(F)cc3)cc2)n1
  3%	10%	-9%	-12%	-10%	7%	-4%	4%	-4%	63%	.
- O=c1[nH]c(CN2CCN(Cc3ccc4c(c3)OCO4)CC2)nc2sc3c(c12)CCC3
  0%	1%	.	.	1%	1%	-3%	3%	-15%	-1%	-4%
- COc1ccc2c(c1)c1ncn(Cc3ccccn3)c(=O)c1n2C
  -6%	-1%	-3%	3%	0%	-5%	18%	-6%	-6%	50%	-4%
- CC(C)CN(CC(C)C)C(=O)Nc1ccc(F)cc1F
  0%	-4%	-14%	-1%	-3%	-3%	2%	-3%	-17%	-2%	-6%
- O=C(NC1CCN(Cc2ccccc2)CC1)c1ccccc1
  0%	-5%	2%	9%	0%	-2%	-8%	-3%	7%	19%	-7%
- C/C(=N\NC(=O)c1nnn(-c2nonc2N)c1CN1CCC(C)CC1)c1cccc(Br)c1
  1%	-1%	-16%	-5%	-3%	-1%	-7%	2%	0%	-27%	5%
- COc1ccc(N2CCOCC2)c(NC(=O)c2cccnc2)c1
  0%	4%	0%	13%	-8%	2%	-5%	3%	6%	?	2%
- CCC(Sc1ncccc1C(=O)OCCN1CCCC1=O)C(=O)NCc1ccco1 (configuration not stated)
  -3%	-12%	0%	.	2%	-1%	17%	2%	-10%	11%	2%
- S=c1[nH]nc(CCCc2n[nH]c(=S)o2)o1
  -7%	-3%	-8%	1%	0%	0%	0%	0%	-1%	-27%	-2%
- O=S1(=O)N=C(N(CCO)/N=C/c2ccc(Br)cc2)c2ccccc21
  5%	1%	1%	1%	-1%	-8%	1%	-3%	-3%	-2%	19%
- O=C(CCc1nnc(-c2ccccc2)o1)NCC1CCN(C2CCCC2)CC1
  -2%	0%	-5%	7%	3%	3%	-8%	-5%	0%	-9%	1%
- c1ccc(Oc2cccc(CN3CCOCC3)c2)cc1
  -2%[2.3 µM]	3%	3%	.	0%	9%	-4%	0%	-2%	13%	14%
- COc1ccc(OC)c(NC(=O)CN2CCC(C(=O)c3ccc(C)cc3)CC2)c1
  0%	0%	-29%	.	-13%	-3%	-8%	7%	1%	15%[10 µM]	-4%
- Cn1c(SCc2ccccc2)nnc1-c1ccc2c(c1)OCO2
  ?	-7%	6.3µM*	-8%	18µM*	?	1%	?	-5%	?	?
- CC(=O)Nc1cccc(NC(=O)C2CCCN2C(=O)Nc2cccc(C)c2)c1 (configuration not stated)
  -1%	-9%	0%	1%	5%	6%	2%	1%	-1%	-39%	-16%
- Cc1ccc(N=C2NC(=O)CS2)cc1C
  0%	9%	-5%	12%	0%	1%	0%	-2%	2%	-7%	.
- CCSc1ccc(-c2nn(-c3ccccc3)cc2/C=C(/C#N)C(=O)NC)cc1
  4%	4%	2%	1%	5%	1%	?	1%	-25%	-38%	-7%

An excerpt of these results, with bars between the fields:
Molecule | FLuc modulator | MLL CXXC-DNA inh | BRCA1 expr up | uPA generation | ELG1 genotoxic | Rab9 promoter act | MBNL1 CUG block | NPC1 promoter act | VP16 counter | RORg inh | p53 reactivation
S=c1[nH]nc(CCCc2n[nH]c(=S)o2)o1 | -7% | -3% | -8% | 1% | 0% | 0% | 0% | 0% | -1% | -27% | -2%
O=S1(=O)N=C(N(CCO)/N=C/c2ccc(Br)cc2)c2ccccc21 | 5% | 1% | 1% | 1% | -1% | -8% | 1% | -3% | -3% | -2% | 19%
O=C(CCc1nnc(-c2ccccc2)o1)NCC1CCN(C2CCCC2)CC1 | -2% | 0% | -5% | 7% | 3% | 3% | -8% | -5% | 0% | -9% | 1%
CC(=O)Nc1cccc(NC(=O)C2CCCN2C(=O)Nc2cccc(C)c2)c1 (configuration not stated) | -1% | -9% | 0% | 1% | 5% | 6% | 2% | 1% | -1% | -39% | -16%
